Source: PubChem BioAssay (National Center for Advancing Translational Sciences (NCATS))
HttQ103 aggreg = qHTS Multiplex Assay to Identify Dual Action Probes in a Cell Model of Huntington: Aggregate Formation (GFP). PC12 HttQ103-GFP aggregates, Acumen cytometry, 40 h. Potency, µM (doses to about 46.1 µM), without a hit: at the top dose activity change, negative = inhibition, actives largely listed as inhibitors. hit rate 1.1% among 220,000. AID 1688, 2009; note: % is set by controls: 0 for no effect and ±100 for the full control effect; nearly all actives have a fitted effect of over 60% in size
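Huntingtin Q103 exon 1–GFP aggregates in induced PC12 cells (100 nM tebufenozide) were quantified by cytometry from lysates, with compounds dosed in titration.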
GAA spleen mod = qHTS Assay for Inhibitors and Activators of Human alpha-Glucosidase From Spleen Homogenate. Lysosomal alpha-glucosidase (Homo sapiens), P10253. human spleen homogenate, 4-MU-alpha-glucoside fluorescence. Potency, µM (top dose mostly 79.9 µM), inactives show top-dose activity change, negative = inhibition, actives largely listed as inhibitors. hit rate 0.006% among 240,000;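 note: 0% = enzyme with vehicle and -100% = no enzyme basal signal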
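Enzyme source: human spleen homogenate, 1 ug/well. Buffer 50 mM citric acid/K phosphate pH 5.0, 0.01% Tween-20. 4-MU-alpha-glucoside 1 mM; 37 C x 40 min; NaOH/glycine stop; fluorescence.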
GAA glycogen = qHTS Assay for Inhibitors and Activators of Human alpha-Glucosidase Cleavage of Glycogen | Lysosomal alpha-glucosidase (Homo sapiens), P10253 | recombinant GAA, glycogen substrate, Amplex Red glucose oxidase fluorescence | Potency, µM (top dose mostly 76.4 µM), for the others: top-dose activity change, negative = inhibition, actives largely listed as inhibitors | hit rate 0.38% among 300,000 | AID 2100, 2009;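 note: 0% = full enzyme reaction and -100% = no-enzyme basal signal; the screen sought inhibitors and activators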
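Natural-substrate format: glycogen cleavage by 4 nM human enzyme, glucose read by Amplex Red coupling (Ex 573, Em 610 nm). Normalized to enzyme and no-enzyme controls.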
GAA inh = qHTS Assay for Inhibitors of Human alpha-Glucosidase as a Potential Chaperone Treatment of Pompe Disease; Lysosomal alpha-glucosidase (Homo sapiens), P10253; purified human GAA, 4-MU-alpha-glucoside fluorescence; Potency, µM (highest dose often 76.9 µM), without a hit: at the highest dose activity change, negative = inhibition, most hits filed as inhibitors; hit rate 0.005% among 200,000;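 note: plate controls were uninhibited enzyme wells for no effect and no-enzyme background for full effect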
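Human alpha-glucosidase, 4 nM, pre-mixed with test compounds before 400 uM 4-methylumbelliferyl substrate; 20 min room temperature at pH 5.0. Fluorescence read after pH 10 stop; AC50 values from Hill-equation fits.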
HTT cytoprotect = qHTS Multiplex Assay to Identify Dual Action Probes in a Cell Model of Huntington: Cytoprotection (ATP); Potency, µM (highest dose often 56.4 µM), without a hit: cytoprotection (ATP increase), actives largely listed as activators; PC12 HTT-Q103 induced, cytoprotection, ATP luminescence, 40 h; hit rate 0.14% among 230,000;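 note: % of control where 0% means no effect; nearly all actives have a fitted effect of over 45% in size; toxic huntingtin expression switched on by the ecdysone agonist tebufenozide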
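Stable PC12 Q103-GFP cells in serum-supplemented, phenol red-free DMEM; induction by tebufenozide at 100 nM final; compound dose series; cell viability quantified luminescently from ATP.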
GoLoco inh red = qHTS Assay for Inhibitors of RGS12 GoLoco Motif Activity (Red Fluorophore); Potency, µM (series often up to 61.6 µM), inactives show top-dose activity, negative = inhibition, usual class: inhibitors; hit rate 0.44% among 230,000; Guanine nucleotide-binding protein G(i) subunit alpha-1 (Homo sapiens), P63096; Gai1:RGS12 GoLoco peptide FP, rhodamine, 10 min; active = well fitted inhibition curve with a large enough effect, not every such curve was filed as active; inactive = no such curve, though single readings can be large or run the other way; note: % is set by controls: 0 for no effect and ±100 for the full control effect; nearly all actives have a fitted effect of over 30% in size; many of its hits are not listed in these tables
Target sequence (P63096 whole entry, looked up): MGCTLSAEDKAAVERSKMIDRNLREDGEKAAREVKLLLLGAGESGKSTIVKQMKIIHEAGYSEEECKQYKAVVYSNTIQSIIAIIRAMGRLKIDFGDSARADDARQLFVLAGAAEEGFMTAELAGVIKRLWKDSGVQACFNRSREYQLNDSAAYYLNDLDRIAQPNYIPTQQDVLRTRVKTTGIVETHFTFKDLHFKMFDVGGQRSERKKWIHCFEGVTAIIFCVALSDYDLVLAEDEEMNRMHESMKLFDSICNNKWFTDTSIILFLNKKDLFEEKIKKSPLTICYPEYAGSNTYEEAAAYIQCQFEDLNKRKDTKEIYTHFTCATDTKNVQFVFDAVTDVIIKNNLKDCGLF
IMPase Li cell = qHTS Assay for Identifying the Cell-Membrane Permeable IMPase Inhibitors: Potentiation with Lithium | hit rate 0.35% among 210,000 | CHO-M1 cells, IP1 TR-FRET (IP-One), carbachol + lithium | Potency, µM (series often up to 59.4 µM), without a hit: top-dose activity, negative = IMPase inhibition, hits mostly inhibitors | AID 1457, 2008;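 note: IP1 builds up when IMPase is blocked and the TR-FRET signal falls; plate controls were basal vehicle for no effect and high inhibitor control for full effect; nearly all actives have a fitted effect of over 50% in size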
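CHO cells stably expressing M1 receptor (2000/well) were cultured 16–30 h, then exposed to compounds with a small lithium addition for 30 min at 37C. IP1 was measured by TR-FRET competition; AC50 from Hill fits.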
* hit, by the source's call; ? = inconclusive; / = no result given; [ ] = another dose, or the depositor's remark. Unless noted, calls come from the whole dose curve; as a rule, active = well fitted curve in the direction sought with a large enough effect; inconclusive = small, poorly fitted or top-dose-only effect, or another doubt; inactive = no such curve, though single readings can be large; an effect the other way counts as inactive or inconclusive. Potency is the fitted concentration of half-maximal effect. These rows are one share of the data, so the mix of outcomes need not match the whole.

item | canonical_smiles | HttQ103 aggreg | GAA spleen mod | GAA glycogen | GAA inh
1 | O=C(N/N=C/C1=Cc2ccccc2OC1)c1ccncc1 | -2%[9.22 µM] | -9% | -3% | /
2 | CCSc1nnc(NC(NC(C)=O)(C(F)(F)F)C(F)(F)F)s1 | 31% | 5% | 4% | -5%
3 | COc1cccc(-n2ccnc2SCC(=O)N2CCc3ccccc32)c1 | 11% | -5% | 0% | ?
4 | O=C(OCCN1C(=O)c2ccccc2C1=O)c1cccc(OC(F)F)c1 | -4% | 0% | -3% | 4%
5 | O=C(Nc1ccc2c(c1)OCCO2)C1CCN(S(=O)(=O)Cc2ccccc2)CC1 | 6% | 4% | 0% | -6%
6 | O=C(O)CCSc1nnc(-c2ccc3c(c2)OCO3)o1 | 6% | -3% | 8% | ?
7 | CC(=O)c1cccc(NC(=O)CCCOc2ccc(C)cc2)c1 | -28% | 1% | -2% | 0%
8 | O=C(Nc1cccc(F)c1)N1CCC2(CC1)CCN(S(=O)(=O)c1ccccc1)CC2 | / | -10% | / | /
9 | COC(=O)C1C2C=CC3(CN(C(C)c4ccc(OC)cc4)C(=O)C13)O2 (configuration not stated) | -16% | -3% | 1% | -2%
10 | CN1CCN(Cc2oc(CO)cc(=O)c2O)CC1 | 7% | 0% | -2% | -6%

item | HTT cytoprotect | GoLoco inh red | IMPase Li cell
1 | 5%[10 µM] | 9% | /
2 | / | -2% | 0%
3 | 9%[10 µM] | -4% | 33%[activator][38.3 µM]
4 | -11%[10 µM] | 4% | 11%[38.3 µM]
5 | -14%[10 µM] | -10% | -3%[38.3 µM]
6 | -70%[inhibitor][10 µM] | -4% | ?
7 | -4%[10 µM] | 16% | -2%
8 | -36%[inhibitor] | 9% | 12%
9 | 7% | 7% | 11%[38.3 µM]
10 | 26% | 17% | -8%[38.3 µM]

Retrieved by compound from above:
item | canonical_smiles | HttQ103 aggreg | GAA spleen mod | GAA glycogen | GAA inh
6 | O=C(O)CCSc1nnc(-c2ccc3c(c2)OCO3)o1 | 6% | -3% | 8% | ?
7 | CC(=O)c1cccc(NC(=O)CCCOc2ccc(C)cc2)c1 | -28% | 1% | -2% | 0%

item | HTT cytoprotect | GoLoco inh red | IMPase Li cell
6 | -70%[inhibitor][10 µM] | -4% | ?
7 | -4%[10 µM] | 16% | -2%

Other entries.
item | canonical_smiles | HttQ103 aggreg | GAA spleen mod | GAA glycogen | GAA inh
11 | CN=C1N[C@H](c2ccccc2)N(c2ccccc2)S1 | / | 12% | / | /
12 | CSc1nc(N)c2ncn([C@@H]3O[C@H](COP(=O)(O)OP(=O)(O)OP(=O)(O)O)[C@H](O)[C@H]3O)c2n1 | / | -12% | / | /
13 | CN(C)c1ccc(P(=O)(OCc2ccccc2)C(O)c2ccc(Cl)cc2)cc1 (configuration not stated) | -19%[9.22 µM] | 5% | -6% | -3%
14 | COc1cc(/C=N/N=C(\N)c2nonc2N)ccc1O | 11% | -5% | 32µM* | -12%
15 | COc1nc(Cl)cn(-c2ccc(C)cc2)c1=O | -19% | -3% | 9% | 4%
16 | O=C(Cn1cccc1)N1CCN(C(c2ccccc2)c2ccccc2)CC1 | -7% | -21% | -2% | -1%
17 | Cc1nc2c3c(-c4ccccc4)c(-c4ccccc4)oc3ncn2n1 | 5% | 0% | 2% | 0%
18 | COc1ccc(NS(=O)(=O)c2ccc3nc(COc4cccc5ccccc45)[nH]c3c2)cc1 | ? | -18% | -8% | -21%
19 | Cc1cc(C(=O)CSc2nc(N)cc(N)n2)c(C)n1CCc1ccc(F)cc1 | -25% | 1% | -6% | 1%
20 | S=C(c1cn(Cc2ccccc2)c2ccccc12)N1CCOCC1 | -13% | -9% | -2% | -4%

item | HTT cytoprotect | GoLoco inh red | IMPase Li cell
11 | -70%[inhibitor] | 5.6µM* | 39%[activator]
12 | / | 8% | -10%
13 | -10%[10 µM] | 16% | /
14 | -35% | 4% | 5%
15 | / | -1% | -5%
16 | 8%[10 µM] | 3% | 26%[38.3 µM]
17 | -9%[0.074 µM] | 2% | -1%[38.3 µM]
18 | 35%[10 µM] | 120%[activator] | 9%
19 | 1%[10 µM] | 7% | 12%
20 | -22% | 1% | 4%

Additional entries follow:
item | canonical_smiles | HttQ103 aggreg | GAA spleen mod | GAA glycogen | GAA inh
21 | CCN(CC)S(=O)(=O)c1cccc(NC(=O)c2cncc(Br)c2)c1 | -2% | -11% | -7% | -3%
22 | Cn1cnc2c1c(=O)n(Cc1c(Cl)cccc1Cl)c(=O)n2C | 3% | -2% | -1% | -7%
23 | Cc1cc(C(=O)N/N=C/c2cc(Br)cc(Br)c2OC(=O)c2cccc(F)c2)n[nH]1 | -4%[9.22 µM] | 9% | 20% | ?
24 | CC(C)=CCC/C(C)=C/CC(C)(C)CNCCN1CCNCC1 | 2% | -4% | 6% | 0%
25 | CC(C)(C)C(=O)N1CCN(c2ccc([N+](=O)[O-])cc2-n2cccc2)CC1 | -15%[9.22 µM] | -1% | 2% | /
26 | O=C(Nc1ccc(F)cc1)c1ccc(CSc2ccc(Cl)cc2)o1 | -7%[9.22 µM] | -1% | -13% | -6%
27 | CCCn1nnnc1NCc1c(F)cccc1Cl | 14%[9.22 µM] | 2% | -8% | 5%
28 | CCOC(=O)C1(Cc2ccc(OC)cc2)CCN(C(=O)C2CCCO2)CC1 (configuration not stated) | 25% | 2% | -13% | -1%
29 | COc1ccc(/C=N/Nc2ncnc3sc(C)c(C)c23)cc1 | 10% | 0% | 4% | -4%
30 | Cc1cc2n(n1)C(c1cn(-c3ccccc3)nc1C)Nc1ccccc1-2 (configuration not stated) | -8% | 2% | -18% | -2%

item | HTT cytoprotect | GoLoco inh red | IMPase Li cell
21 | ? | 5% | 6%
22 | -9% | 8% | 25%[38.3 µM]
23 | 14%[10 µM] | 3% | 14%
24 | -34% | -7% | 5%[38.3 µM]
25 | -12%[10 µM] | 7% | /
26 | -3%[10 µM] | -7% | /
27 | -4%[10 µM] | 11% | 7%
28 | -21% | 0% | 1%
29 | / | 8% | -1%
30 | -12%[10 µM] | 4% | 13%[38.3 µM]

Shown as a hit in GoLoco inh red (from the list above):
cpd | SMILES | HttQ103 aggreg | GAA spleen mod | GAA inh | GoLoco inh red | IMPase Li cell
11 | CN=C1N[C@H](c2ccccc2)N(c2ccccc2)S1 | / | 12% | / | 5.6µM* | 39%[activator]

Next part:
item | canonical_smiles | HttQ103 aggreg | GAA spleen mod | GAA glycogen | GAA inh
31 | CC(=O)N(c1ccc(C(C)C)cc1)C1C=CS(=O)(=O)C1 (configuration not stated) | 2% | 2% | 12% | ?
32 | FC(F)(F)c1cnc(-c2cnc(-c3ccncc3)nc2)c(Cl)c1 | ? | 2% | -7% | 2%
33 | Cn1nc(C(C)(C)C)c([N+](=O)[O-])c1C(=O)Nc1ccccc1 | 15% | -1% | 8% | 5%
34 | CC1Oc2ccccc2N(CC(=O)c2ccccc2)C1=O (configuration not stated) | -8% | 3% | 11% | -11%
35 | O=C(CSc1nnc(CNC(=O)c2cccs2)o1)Nc1ccccc1 | -6% | -5% | 7% | 2%
36 | O=[N+]([O-])c1ccc(OCCOCCOc2ccc([N+](=O)[O-])cc2)cc1 | -21%[9.22 µM] | 5% | 6% | /
37 | Cc1ccccc1NC1(C#N)C(=O)Nc2ccccc21 (configuration not stated) | -4%[9.22 µM] | -5% | 4% | -2%
38 | Cc1nc2c(-c3ccccc3)c(C)nn2c(C)c1CC(=O)O | 22% | 8% | 2% | 9%
39 | CCOc1cc(/C=C2\C(=O)NN(c3ccccc3)C2=O)cc([N+](=O)[O-])c1O | -26% | -5% | ? | -2%
40 | C/C(=N\NC(=S)Nc1cc(S(=O)(=O)N2CCOCC2)ccc1Cl)c1ccccc1F | ? | 4% | -25% | -6%

item | HTT cytoprotect | GoLoco inh red | IMPase Li cell
31 | 0% | -12% | 12%[38.3 µM]
32 | -17% | -2% | 5%
33 | 5%[10 µM] | -7% | 6%
34 | -24%[10 µM] | 7% | 3%[38.3 µM]
35 | -31% | 6% | -5%
36 | -9%[10 µM] | -2% | /
37 | 23% | -3% | 2%[38.3 µM]
38 | -13% | 13% | -14%[38.3 µM]
39 | -18% | -10% | 19%
40 | 9%[10 µM] | 4% | 15%

Reprinted from the part before: 2 compounds, followed by the next part.
item | canonical_smiles | HttQ103 aggreg | GAA spleen mod | GAA glycogen | GAA inh
39 | CCOc1cc(/C=C2\C(=O)NN(c3ccccc3)C2=O)cc([N+](=O)[O-])c1O | -26% | -5% | ? | -2%
40 | C/C(=N\NC(=S)Nc1cc(S(=O)(=O)N2CCOCC2)ccc1Cl)c1ccccc1F | ? | 4% | -25% | -6%
41 | CCOC(=O)C1(Cc2cccc(OC)c2)CCCN(S(=O)(=O)c2cccnc2)C1 (configuration not stated) | -13%[9.22 µM] | -4% | 7% | 1%
42 | FC(F)(F)c1cc(Cl)c2nnc(C(F)(F)Cl)n2c1 | 5%[9.22 µM] | 5% | 6% | 1%
43 | Cc1nn(-c2ccccc2)c(Cl)c1/C=C/C(=O)c1ccc(O)cc1 | -33% | 3% | 6% | 2%
44 | O=C(Nc1ccccc1N1CCOCC1)C1CCN(S(=O)(=O)c2ccc(Cl)cc2)CC1 | 10%[9.22 µM] | 4% | -1% | /
45 | CCCCCn1c(NCc2ccco2)nc2ccccc21 | -25% | -2% | 26% | -6%
46 | Cc1noc(/C=C/c2ccc(-c3ccccc3Cl)o2)c1[N+](=O)[O-] | 16% | 1% | -3% | -2%
47 | COc1ccc(C)cc1NC(=O)CCN1CC(C)OC(C)C1 (configuration not stated) | 14% | -2% | 0% | -1%
48 | S=c1[nH]nc(CSCCOc2ccc(Cl)cc2Cl)o1 | 0%[9.22 µM] | -2% | -11% | -5%
49 | Cc1cc(=O)n(C)c(=O)n1CC(=O)N1CCCCCC1 | 17% | ? | -8% | 1%

item | HTT cytoprotect | GoLoco inh red | IMPase Li cell
39 | -18% | -10% | 19%
40 | 9%[10 µM] | 4% | 15%
41 | 7%[10 µM] | 3% | 9%
42 | -31% | -14% | -5%
43 | 12%[10 µM] | 8% | 15%
44 | 4%[10 µM] | 13% | /
45 | -2% | 5% | -8%[38.3 µM]
46 | 1% | -22% | 20%[38.3 µM]
47 | -3% | -1% | -11%
48 | -27%[10 µM] | 6% | /
49 | -37%[inhibitor] | -21% | 9%[38.3 µM]
